RGS4 block: inhibitors of human RGS4. P49798. HEK293 M3R/RGS4 inducible, Fluo-4 calcium flux; hits give high values; triggered by carbachol at its EC20. B-score at 10 µM. hit rate 0.45% among 310,000. AID 463165;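 active = B-score, a plate-corrected calcium signal, over three deviations above library mean, with baseline fluorescence within five deviations of library mean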;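 also: RGS4 expression induced by doxycycline in cells with stable M3 receptor; B-score is computed from the integrated fluorescence ratio over baseline after carbachol; higher B-score means a larger calcium signal and so more RGS4 inhibition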
TRPC4 PAM: allosteric potentiators of mouse TRPC4 channel; Q9QUQ5; HEK293 TRPC4beta/mu-opioid, DAMGO EC20, Fluo-4 Ca2+ flux; hits give high values; B-score at 10 µM; hit rate 0.42% among 310,000;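 active = B-score of calcium response area above 5 SD of library B-scores, with initial fluorescence ratio within 5 SD of library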;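 also: B-score of integrated fluorescence ratio over time as area under calcium response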
Target sequence (Q9QUQ5 whole entry, looked up): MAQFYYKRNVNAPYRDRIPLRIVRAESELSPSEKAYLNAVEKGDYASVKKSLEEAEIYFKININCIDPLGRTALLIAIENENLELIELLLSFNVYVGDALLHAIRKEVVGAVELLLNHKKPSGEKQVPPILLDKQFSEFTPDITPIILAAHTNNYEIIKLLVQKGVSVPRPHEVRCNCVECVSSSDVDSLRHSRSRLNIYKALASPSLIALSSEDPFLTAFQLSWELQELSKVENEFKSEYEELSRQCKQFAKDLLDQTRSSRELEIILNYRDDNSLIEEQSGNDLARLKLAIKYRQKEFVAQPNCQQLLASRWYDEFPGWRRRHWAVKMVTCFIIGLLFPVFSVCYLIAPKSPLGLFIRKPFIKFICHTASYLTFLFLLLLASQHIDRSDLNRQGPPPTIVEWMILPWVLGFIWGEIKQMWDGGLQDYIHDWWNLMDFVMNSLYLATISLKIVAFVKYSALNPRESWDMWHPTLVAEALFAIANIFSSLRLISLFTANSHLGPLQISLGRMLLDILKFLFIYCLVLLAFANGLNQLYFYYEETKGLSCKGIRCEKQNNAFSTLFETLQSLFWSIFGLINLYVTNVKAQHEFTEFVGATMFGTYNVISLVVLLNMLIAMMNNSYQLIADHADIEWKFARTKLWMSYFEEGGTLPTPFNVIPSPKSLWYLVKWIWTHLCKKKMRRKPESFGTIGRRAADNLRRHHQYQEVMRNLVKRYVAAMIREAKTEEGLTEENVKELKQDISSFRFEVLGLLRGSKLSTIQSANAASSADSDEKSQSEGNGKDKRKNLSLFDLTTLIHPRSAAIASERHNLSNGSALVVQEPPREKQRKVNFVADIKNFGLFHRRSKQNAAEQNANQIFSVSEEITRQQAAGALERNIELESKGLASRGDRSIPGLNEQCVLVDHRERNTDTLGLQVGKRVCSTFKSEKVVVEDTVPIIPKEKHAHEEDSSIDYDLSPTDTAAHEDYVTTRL
MrgX1 agonist: activates human MrgX1 receptor signaling; Q96LB2; MrgX1-HEK293 cells, Fluo-4 calcium fluorescence, agonist mode; hits give high values; B-score at 10 µM; hit rate 0.44% among 310,000; AID 588627;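 active = calcium response B-score plate-corrected fluorescence ratio at least 3 library SD, with starting fluorescence B-score inside 5 SD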
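Test system: HEK293 cells stably expressing human MrgX1 receptor; Input: fifteen thousand cells per well; Dosing: compound delivered in addition one of three; Schedule: overnight seeding, then 1 h dark dye loading; Technique: Fluo-4 NW calcium fluorescence; Measure: B-scored fluorescence response ratio; Controls: positive and negative controls per plate.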
TRPC4 agonist: activators of mouse TRPC4 channel; HEK293 TRPC4beta/mu-opioid, Fluo4 calcium fluorescence; hits give high values; B-score at 10 µM; hit rate 0.49% among 310,000;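 active = B-score above 5 SD of library B-scores, and initial fluorescence ratio not above library mean plus 5 SD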;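 also: positive B-score marks a calcium rise read as TRPC4 activation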
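Material: HEK293 stable line with TRPC4beta plus mu-opioid receptor; technique: Fluo4 calcium-sensitive dye fluorescence, kinetic, 1 Hz baseline; timing: Fluo4 dye loading 45 min at room temperature, 110 s recording; controls: assay buffer as low control, maximal DAMGO as high control; read-out: integrated baseline-normalised fluorescence ratio, converted to per-well B score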
TRPC6 inh: blocks the mouse TRPC6 cation channel | hit rate 1.1% among 310,000 | B-score at 10 µM | Q61143 | HEK293-TRPC6, membrane potential dye, ACh-evoked depolarization; hits give low values | AID 2553;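 active = B-score under library mean minus 3 SD, initial fluorescence not abnormally high, positive integrated signal ratio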;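 also: B-score derived from integrated fluorescence ratio over the kinetic read; more negative B-score means stronger inhibition of depolarization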
TRPC6 act: activates the mouse TRPC6 cation channel. Q61143. HEK293-TRPC6 membrane potential dye fluorescence; hits give high values. B-score at 10 µM. hit rate 0.13% among 310,000;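 active = B-score of the integrated fluorescence ratio above library mean plus 3 SD, and starting fluorescence ratio within library mean plus 5 SD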;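 also: higher score means more depolarization so channel activation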
TMEM16A inh: mouse TMEM16A channel inhibition, primary screen. HEK293 TMEM16A/YFP iodide influx fluorescence, ionomycin. normalized B-score (activity score, 25-100; higher = stronger inhibition) at 10 µM. hit rate 1.2% among 310,000;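 active = ratio plate-corrected score three or more library SD toward inhibition, starting fluorescence score within five deviations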;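 also: score derived from kinetic fluorescence span divided by baseline fluorescence per well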
ANO1 activ: activators or potentiators of mouse TMEM16A chloride channel. HEK293 TMEM16A/YFP-H148Q/I152L, iodide quench fluorescence; hits give low values. B-score at 10 µM. hit rate 0.3% among 340,000. AID 623877;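 active = fluorescence-ratio B-score plate-corrected deviation score at least 3 library SD below zero, with starting fluorescence score within 5 deviations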;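 also: channel opened by trigger with iodide after compound preincubation; score built on the fluorescence ratio of max minus min over baseline; more negative score means more quench and so TMEM16A activation or potentiation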
TRPC4 block: blocks the mouse TRPC4 cation channel; Q9QUQ5; B-score at 10 µM; hit rate 0.39% among 300,000; HEK293 TRPC4beta/mu-opioid, DAMGO-evoked Fluo4 calcium flux; hits give low values; AID 2247;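 active = B-score over 3 SD under the library average, no early fluorescence shift, positive overall ratio signal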
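Assay system – HEK293 line stably carrying TRPC4beta and mu-opioid receptor · Doses – single dose · Detection – Fluo4 calcium-dye fluorescence, kinetic read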
MrgX1 antag: antagonists of human MrgX1 receptor. Q96LB2. MRGX1-HEK293 calcium flux, Fluo-4, BAM8-22 antagonism; hits give low values. B-score at 10 µM. hit rate 1.3% among 310,000;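 active = calcium-response B-score plate-corrected more than 3 library SD below zero, starting fluorescence within 5 deviations, no agonist response on first addition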;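 also: peak minus trough fluorescence over baseline after final BAM8-22 challenge near maximal dose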
MrgX1 allo act: human MrgX1 positive allosteric modulation, primary screen. Q96LB2. MrgX1-HEK293, Fluo-4 calcium flux, FDSS; hits give high values. B-score at 10 µM. hit rate 0.63% among 310,000. AID 588675;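 active = plate-corrected calcium response at least 3 library SD above typical, normal starting fluorescence, not activating the receptor alone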;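 also: compound read alongside a low EC10 to EC30 dose of BAM8-22 agonist; peak minus trough fluorescence over baseline measured at the second addition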
Starred values were filed as active, the others as inactive; i = inactive; . = not tested or not shown.

SMILES	RGS4 block	TRPC4 PAM	MrgX1 agonist	TRPC4 agonist	TRPC6 inh	TRPC6 act	TMEM16A inh	ANO1 activ	TRPC4 block	MrgX1 antag	MrgX1 allo act
CC(C)c1ccc(S(=O)(=O)N2CCN(C(=O)C3CCCCC3)CC2)cc1	i	i	i	i	i	i	i	i	i	i	i
Nc1nonc1-n1nnc(C(=O)N/N=C/c2ccc(OCc3ccccc3F)cc2)c1CNc1ccccc1	i	i	i	i	i	i	i	i	i	i	i
Cc1ccnc(NC(=O)Nc2ccc(F)cc2)c1	i	i	i	i	i	i	i	i	i	i	i
CCCC(=O)n1nc(-c2ccco2)nc1SCc1ccccc1	i	i	i	i	i	i	i	i	i	i	i
Cc1c(Cl)cccc1NC(=O)CSc1ncnc2c1cnn2CCc1ccccc1	i	i	i	i	i	i	i	i	i	i	i
Oc1oc(-c2ccc(Br)cc2)nc1/C=N/c1ccccn1	i	i	i	i	i	i	i	i	i	i	i
CCOc1ccc(Nc2nc3c(c(=O)[nH]2)CCCC3)cc1	i	i	i	i	i	i	i	i	i	i	i
COc1cc2c(cc1OC)C(C)N(S(=O)(=O)c1cn(C)cn1)CC2 (configuration not stated)	i	i	i	i	i	i	i	i	i	i	i
S=C1NC[C@H](Cc2ccccc2)N1CCCCC1CCCCC1	i	i	i	i	i	i	i	i	i	i	i
CCOC(=O)c1cccc(NC(=O)CCc2nnc3ccc(N4CCN(C)CC4)nn23)c1	i	i	i	i	i	i	i	i	i	i	i
COc1ccc(NC(=O)C2=CC(c3ccc(OC)c(OC)c3)=NS(=O)(=O)N2C)cc1	i	i	i	i	i	i	25*	i	i	i	i
CC(=O)Nc1ccc(S(=O)(=O)Nc2nc3c(s2)CCCC3)cc1	i	i	i	i	i	i	i	i	i	i	i
CCN1C(=O)c2cccc3c(S(=O)(=O)Nc4ccc(O)c(C(=O)O)c4)ccc1c23	i	i	i	i	i	i	i	i	i	i	i
O=C(NC1CC2CCCC(C1)N2C(=O)Nc1ccccc1)c1ccccc1 (configuration not stated)	i	i	i	i	i	i	i	i	i	i	i
NC1=NC(c2cn(-c3ccccc3)nc2-c2cccs2)n2c(nc3ccccc32)N1 (configuration not stated)	i	i	i	i	i	i	i	i	i	i	i
O=C(CSc1nnc(CNC(=O)c2ccco2)o1)Nc1ccc(Cl)cc1	i	i	i	i	i	i	i	i	i	i	i
C=CCOn1c(=O)c(-c2ccc(C)cc2)[n+]([O-])c2ccccc21	i	i	i	i	i	i	i	i	i	i	i
CC(=O)N1CCC(C(=O)Nc2ccccc2)(N(Cc2ccccc2)C(=O)c2cccnc2)CC1	i	i	i	i	i	i	i	i	i	i	i
CCOC(=O)c1ccc(NC(=O)c2ccc(NC(=O)c3ccccc3)cc2)cc1	i	i	i	i	i	i	i	i	i	i	i
Cc1csc2ncc(C(=O)NCc3ccco3)c(=O)n12	i	i	i	i	i	i	i	i	i	i	i
O=C(CCSCc1cccc(Cl)c1)NCCc1ccccc1	i	i	i	i	i	i	i	i	i	i	i
CC1(C)CC(=O)C(C=NCCN2CCN(C(=O)c3ccc(Br)cc3)CC2)=C(O)C1	i	i	i	i	i	i	i	i	i	i	i
CC(=O)c1cc2c(cc1N/C(=N/S(=O)(=O)c1ccc(Br)cc1)c1ccccc1)OCO2	i	i	i	i	i	i	i	i	i	i	i
Cc1cc2ccccc2c(=O)n1CC(=O)NCC(=O)N(C)Cc1ccccc1	i	i	i	i	i	i	i	i	i	i	i
O=C1Cc2ccccc2N1c1c(Cl)cccc1Cl	i	i	i	i	i	i	i	i	i	i	i
COc1ccc2c(c1)[nH]c1c(=O)n(/N=C/C3C(C)C=C(C)CC3C)c(=O)[nH]c12 (configuration not stated)	i	i	i	i	i	i	i	i	i	i	i
Cc1ccc(C(=O)COC(=O)CN2C(=O)C3CC=CCC3C2=O)cc1[N+](=O)[O-] (configuration not stated)	i	i	i	i	i	i	i	i	i	i	i
Cc1cc2c(c(=O)n1Cc1ccccn1)C(C(C)C)C(C#N)=C(N)O2 (configuration not stated)	i	i	i	i	i	i	i	i	i	i	i
CCc1noc(C)c1C(=O)Nc1cc(Cl)ccc1-n1cncn1	i	i	i	i	i	i	i	i	i	i	i
Cc1nc2cc(NC(=O)CS(=O)(=O)c3ccc(F)cc3)ccc2s1	i	i	i	i	i	i	i	i	i	i	i

Fetched one by one from the entries so far:
SMILES	RGS4 block	TRPC4 PAM	MrgX1 agonist	TRPC4 agonist	TRPC6 inh	TRPC6 act	TMEM16A inh	ANO1 activ	TRPC4 block	MrgX1 antag	MrgX1 allo act
O=C(CSc1nnc(CNC(=O)c2ccco2)o1)Nc1ccc(Cl)cc1	i	i	i	i	i	i	i	i	i	i	i
CCCC(=O)n1nc(-c2ccco2)nc1SCc1ccccc1	i	i	i	i	i	i	i	i	i	i	i

The list goes on.
SMILES	RGS4 block	TRPC4 PAM	MrgX1 agonist	TRPC4 agonist	TRPC6 inh	TRPC6 act	TMEM16A inh	ANO1 activ	TRPC4 block	MrgX1 antag	MrgX1 allo act
CC(=O)Nc1ccc(C(=O)OCC(=O)c2ccc(S(=O)(=O)N3CCCCC3)cc2)cc1	i	i	i	i	i	i	i	i	i	i	i
CC1(C)Cc2c(C#N)c(N3CCN(C(=O)c4ccccc4)CC3)nc(Cc3ccccc3)c2CO1	i	i	i	i	i	i	i	i	i	i	i
O=C(CCC(=O)N(CC(=O)NC1CCCCC1)Cc1ccc(F)cc1)Nc1nccs1	i	i	i	i	i	i	i	i	i	i	i
C=CCOc1ccc2nc(NC(=O)OC)[nH]c2c1	i	i	i	i	i	i	i	i	i	i	i
CN(CCOc1ccccc1)C(=O)c1cc(S(=O)(=O)N2CCOCC2)ccc1Cl	i	i	i	i	i	i	i	i	i	i	i
Cc1nn(CCCC(=O)Nc2cccnc2)c(C)c1[N+](=O)[O-]	i	i	i	i	i	i	i	i	i	i	i
O=C(Cc1ccccc1)NCC(=O)OC(c1ccccc1)c1ccccc1	i	i	i	i	i	i	i	i	i	i	i
CS(=O)(=O)N(CC(=O)N1CCN(c2ccc(F)cc2)CC1)c1ccc(F)c(Cl)c1	i	i	i	i	i	i	i	i	i	i	6.8*
COCCNc1ccc([N+](=O)[O-])cc1C(=O)Nc1cccc(C)n1	i	i	i	i	i	i	i	i	i	i	i
COC(=O)N/N=C/c1c(C)nn(-c2cccc(Cl)c2)c1Cl	i	i	i	i	i	i	i	i	i	i	i
CN(C)/N=C/c1ccc(Sc2ccc([N+](=O)[O-])cc2[N+](=O)[O-])o1	i	i	i	i	i	i	i	i	i	i	i
O=C(c1ccccc1)N1CCN(CC#CC2(O)CCCCC2)CC1	i	i	i	i	i	i	i	i	i	i	i
Cc1ccc2scc(CN3CCCC3)c2c1	i	i	i	i	i	i	i	i	i	i	i
CC(Oc1ccc(Cl)cc1)C(=O)OCC(=O)Nc1ncc(Cl)cc1Cl (configuration not stated)	i	i	i	i	i	i	i	i	i	i	i
Cn1c(=O)c2cc(S(=O)(=O)NCCC(=O)NC3CCCCCC3)ccc2n(C)c1=O	i	i	i	i	i	i	i	i	i	i	i
CCOc1ccccc1NC(=O)CSc1nnc(CNC(=O)c2cccs2)o1	i	i	i	i	i	i	i	i	i	i	i
c1cc2c(cc1-c1csc(NNC3=NCCCCC3)n1)OCCO2	i	i	i	i	i	i	i	.	i	i	i
Cc1ccccc1C(O)c1ccncc1 (configuration not stated)	i	i	i	i	i	i	i	i	i	i	i
CC(=O)Nc1ccc(S(=O)(=O)Nc2ccc(C)c([N+](=O)[O-])c2)cc1	i	i	i	i	i	i	i	i	i	i	i
CCN(CC)c1ccc(C2C(C(=O)OCCOC(C)C)=C(C)NC3=C2C(=O)CCC3)cc1 (configuration not stated)	i	i	i	i	i	i	i	i	i	i	i
CCOC(=O)N1CCC(NC(=O)c2sc3nc4n(c(=O)c3c2C)CCCC4)CC1	i	i	i	i	i	i	i	i	i	i	i
O=C(CSc1nnc(Nc2ccccc2)s1)NCCN1C(=O)CSC1=O	i	i	i	i	i	i	i	i	i	i	i
CCOc1ccccc1CN1CCNC(=O)C1CC(=O)NCc1ccccn1 (configuration not stated)	i	i	i	i	i	i	i	i	i	i	i
Cc1cc(C)c(S(=O)(=O)N2CCCCC2)c(C)c1N(C)S(=O)(=O)c1ccc(Cl)cc1	i	i	i	i	i	i	i	i	i	i	i
O=S(=O)(Nc1ccc(-c2cnco2)cc1)c1ccccc1	i	i	i	i	i	i	i	i	i	i	i
CC(=O)Nc1ccc(NC(=O)COc2cc(C)cc3oc(=O)cc(C)c23)cc1	i	i	i	i	i	i	i	i	i	i	i
Cc1c(NC(=O)CN2CC(C)OC(C)C2)c(=O)n(-c2ccccc2)n1C (configuration not stated)	.	.	i	.	.	.	i	i	.	i	i
Cc1cccc(-n2nc3c(c2NC(=O)CCCl)CSC3)c1	i	i	i	i	i	i	i	i	i	i	i
Cn1ncc(Cl)c1C(=O)Nc1cccnc1	i	i	i	i	i	i	i	i	i	i	i
CCc1cc(C(=O)N2CCCC(CCC(=O)N3CCN(c4ccccn4)CC3)C2)no1 (configuration not stated)	i	i	i	i	i	i	i	i	i	i	i
CC(=O)c1ccc(NC(=O)NNS(=O)(=O)c2ccc([N+](=O)[O-])cc2)cc1	i	i	i	i	i	i	i	i	i	i	i
N#CCCN(C(=O)COC(=O)c1cccc(S(=O)(=O)Nc2ccc([N+](=O)[O-])cc2)c1)c1ccccc1	i	i	i	i	i	i	i	i	i	i	i
CCOC(=O)C1CCN(C(=O)c2ccc3c(SCC(=O)O)c4c(nc3c2)CCCC4)CC1	i	i	i	i	i	i	i	i	i	i	i
CN(C)NC(=S)Nc1ccc(S(=O)(=O)N2CCCCC2)cc1	i	i	i	i	i	i	i	i	i	i	i
CCOC(=O)CN(C(=O)CSc1nnc(COc2ccc(OC)cc2)n1CC)c1ccccc1	i	i	i	i	i	i	i	i	i	i	i
CC(=O)c1sccc1NC(=O)CC(C)(C)CC(=O)O	i	i	i	i	i	i	i	i	i	i	i
O=c1cc(C(F)(F)F)c2sc(N3CCCCC3)nc2[nH]1	i	i	i	i	i	i	i	i	i	i	i
